Screening data as filed in PubChem BioAssay.
Mcl1 Noxa PPI – disrupts binding of human Mcl-1 to Noxa peptide; inhibition, % at 21.7 µM; AID 1022; TR-FRET Mcl-1/Noxa peptide binding, 2 h; hit rate 1.5% among 220,000;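 active = compounds that cut the protein-peptide binding signal by more than 50% relative to plate controls in a single-dose test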;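 also: His-tagged Mcl-1 with rhodamine Noxa BH3 peptide and terbium anti-His antibody; 0% = Mcl-1 plus Noxa peptide wells and 100% = peptide-only wells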
Pf gametocyte – P. falciparum stage V gametocyte viability inhibition | P. falciparum stage V gametocytes, ATP luminescence, 24 h | AID 743093 | inhibition, % at 10.9 µM | hit rate 0.065% among 150,000;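 active = inhibition above the mean plus 3 SD of compounds within the control limits, set per campaign, cut at about 38% in these data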;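 also: 0% = DMSO wells and 100% = medium only without gametocytes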
Avidin bead fluor – compound fluoresces at 488/530 nm on avidin beads. compound fluorescence 488/530 nm, flow cytometry; stronger effect = higher value. fluorescence (KMESF) at 10 µM. hit rate 0.38% among 220,000. AID 1775; in the data active = fluorescence above about 47; also: inactives centre near 10
Rac1 act GTP bind – human Rac1 activated mutant GTP binding change | P63000 | GST-Rac1 activated beads, fluorescent GTP binding, flow cytometry; actives lie on both sides; 100% means binding = to untreated wells | percent activity (GTP binding), % at 10 µM | hit rate 0.11% among 190,000;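 active = GTP binding at least 20 percentage points away from the 100% baseline, in either direction, so actives lie on both sides; inconclusive = Compound likely fluorescent itself, or too few beads counted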
ABCG2 block – inhibitors of human ABCG2 transporter, ABCB1 counter-screen | Q9UNQ0 | IgMXP3 cells, JC-1 efflux, flow cytometry | inhibition, % at 6.6 µM | hit rate 0.1% among 190,000;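 active = inhibition above 80%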;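 also: 0% = DMSO and 100% = nicardipine control wells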
Target sequence (Q9UNQ0 whole entry, looked up): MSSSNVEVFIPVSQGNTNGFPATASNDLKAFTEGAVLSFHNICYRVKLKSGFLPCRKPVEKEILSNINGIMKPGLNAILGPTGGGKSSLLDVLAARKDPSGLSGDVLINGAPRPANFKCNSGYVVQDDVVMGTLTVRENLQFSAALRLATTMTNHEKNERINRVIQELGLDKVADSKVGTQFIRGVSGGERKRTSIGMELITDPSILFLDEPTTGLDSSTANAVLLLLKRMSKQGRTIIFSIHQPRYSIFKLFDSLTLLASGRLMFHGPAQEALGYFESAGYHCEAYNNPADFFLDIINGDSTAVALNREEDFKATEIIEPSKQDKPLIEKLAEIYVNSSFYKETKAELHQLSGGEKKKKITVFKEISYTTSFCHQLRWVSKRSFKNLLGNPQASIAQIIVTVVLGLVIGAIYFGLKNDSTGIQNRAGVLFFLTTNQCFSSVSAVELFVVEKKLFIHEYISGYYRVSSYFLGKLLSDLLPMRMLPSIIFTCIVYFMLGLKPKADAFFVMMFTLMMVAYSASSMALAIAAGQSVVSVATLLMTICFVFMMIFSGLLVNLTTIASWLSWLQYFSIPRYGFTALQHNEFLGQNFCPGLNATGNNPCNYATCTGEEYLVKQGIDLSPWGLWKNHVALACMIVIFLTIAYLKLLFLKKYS
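Test system: ABCG2 IgMXP3 and barcoded ABCB1 CCRF-Adr cell mix; Schedule: cells with compound and JC-1, 10 min at 25 °C, rotating, no wash; Technique: flow cytometry of retained JC-1 fluorescence; Measure: % inhibition of efflux relative to nicardipine and DMSO; Controls: nicardipine high and DMSO low controls.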
Rab7 wt modul – dog Rab7 wildtype GTP binding, inhibitors and activators | GST-Rab7 beads, fluorescent GTP binding, flow cytometry; actives lie on both sides; untreated = 100%, excess cold GTP = 0% | AID 758 | GTP binding activity (percent of control), % at 10 µM | hit rate 0.055% among 190,000;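 active = fluorescent GTP binding to Rab7 beads changed by at least 20 points from the 100% baseline, either direction, mostly lower; inconclusive = compound itself probably fluorescent, or too few beads counted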;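 also: median green fluorescence of bound Bodipy-FL-GTP per Rab7 bead population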
Rab2 wt GTP – changes GTP binding to wildtype dog Rab2A, up or down. hit rate 0.19% among 190,000. GST-Rab2 wt beads, Bodipy-GTP binding, flow cytometry. GTP binding activity, % at 10 µM. P61105. AID 760;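 active = GTP binding activity at least 20 points away from 100%, either lowered or raised; inconclusive = signal likely due to the compound's own green fluorescence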;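 also: 0% = beads with excess unlabeled GTP and 100% = no-compound control corrected for plate trend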
Rac1 wt modul – human Rac1 wildtype GTP binding, inhibitors and activators; GST-Rac1 beads, fluorescent GTP binding, flow cytometry; actives lie on both sides; 0 = cold GTP competed, 100 = untreated; GTP binding activity (% of control), % at 10 µM; hit rate 0.27% among 190,000;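 active = GTP binding activity at least 20 points away from the 100% control level, either lower or higher; inconclusive = compound flagged as likely green fluorescent, judged across all proteins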
ABCB1 inh – inhibitors of human ABCB1 transporter, ABCG2 counter-screen | CCRF-Adr cells, JC-1 efflux, flow cytometry | inhibition, % at 6.6 µM | hit rate 0.067% among 190,000; in the data active = inhibition above about 40%;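 also: 0% = vehicle and 100% = reference inhibitor; higher value means more JC-1 retained so stronger ABCB1 efflux block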
Cdc42 wt – changes GTP binding to wildtype human Cdc42; P60953; GST-Cdc42 beads, Bodipy-GTP binding, flow cytometry; actives lie on both sides; percent activity (GTP binding), % at 10 µM; hit rate 0.2% among 190,000; AID 761;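 active = percent activity GTP binding at least 20 points away from the 100% baseline, either down as inhibitor or up as activator; inconclusive = compound flagged as likely green fluorescent from well-wide comparison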;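 also: median bead fluorescence of bound Bodipy-FL-GTP at 100 nM; 0% = excess unlabeled GTP control and 100% = no compound control; below 100% means less GTP binding so inhibitor and above means activator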
Target sequence (P60953 whole entry, looked up): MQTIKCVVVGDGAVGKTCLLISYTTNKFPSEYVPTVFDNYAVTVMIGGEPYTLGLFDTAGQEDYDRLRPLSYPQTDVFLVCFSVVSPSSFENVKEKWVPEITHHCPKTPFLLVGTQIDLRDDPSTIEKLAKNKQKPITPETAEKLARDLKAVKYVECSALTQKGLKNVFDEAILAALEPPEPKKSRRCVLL
HRas wt GTP – changes GTP binding to wildtype human HRas; GST-Ras wt beads, Bodipy-FL-GTP binding, flow cytometry; actives lie on both sides; GTP binding activity, % at 10 µM; hit rate 0.14% among 190,000; AID 759;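 active = GTP binding activity at least 20% away from the 100% baseline, either lowered as inhibitor or raised as activator; inconclusive = flagged as likely green fluorescent, judged across all proteins in the well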;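 also: 0% = unlabeled GTP competition control and 100% = no-compound control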
Target sequence (P01112 whole entry, looked up): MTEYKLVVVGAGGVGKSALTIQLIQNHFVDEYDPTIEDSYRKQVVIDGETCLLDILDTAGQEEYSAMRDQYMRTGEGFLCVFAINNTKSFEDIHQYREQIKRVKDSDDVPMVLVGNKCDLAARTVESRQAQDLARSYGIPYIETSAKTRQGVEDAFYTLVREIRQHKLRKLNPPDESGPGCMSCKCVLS
* hit, by the source's call; ? = inconclusive; . = not tested or not shown. Some of the compounds tested; the hit share may differ from the screen's.

SMILES | Mcl1 Noxa PPI | Pf gametocyte | Avidin bead fluor | Rac1 act GTP bind | ABCG2 block | Rab7 wt modul | Rab2 wt GTP | Rac1 wt modul | ABCB1 inh | Cdc42 wt | HRas wt GTP
CCOC(=O)C(NC(C)=O)C(OC(C)=O)c1cccc(N(CCCl)CCCl)c1 (stereo not given) | -6 | . | 22 | 97 | 1 | 94 | 98 | 101 | 0.3 | 99 | 98
O=C1CC(=O)N(c2ccc(Cl)cc2Cl)C(=O)N1 | 33 | . | 6 | 95 | 0 | 97 | 98 | 101 | 0.0 | 102 | 98
CCCC1C(C#N)=C(N)Oc2c1c(=O)oc1ccccc21 (stereo not given) | -20 | . | 20 | 98 | 2 | 96 | 96 | 99 | 0.2 | 97 | 99
O/N=C/c1c[nH]c2ccccc12 | -10 | -41 | 9 | 99 | -8 | 99 | 100 | 104 | -5.2 | 102 | 102
Cc1ccc(CS(=O)(=O)Cc2ccc(C(=O)N3CCC4(CC3)OCCO4)o2)cc1 | 0 | 22 | 11 | 99 | 7 | 100 | 100 | 108 | 1.4 | 104 | 100
O=C1CN=C(c2ccccc2F)c2cc(Cl)ccc2N1 | 11 | . | 3 | 98 | 0 | 94 | 103 | 102 | -0.6 | 102 | 97
CSc1ccccc1C(=O)C1CCCN(Cc2ccccn2)C1 (stereo not given) | 2 | . | 2 | 96 | 7 | 105 | 100 | 97 | 2.4 | 96 | 98
COC(=O)C(C)Oc1cc(C)cc2oc(=O)c3c(c12)CCC3 (stereo not given) | 0 | . | 10 | 93 | 7 | 96 | 91 | 93 | 0.9 | 96 | 96
COc1cc(/C=C2\C(=O)NC(=O)N(c3ccccc3)C2=O)c([N+](=O)[O-])cc1OC | 20 | . | 8 | 93 | -6 | 105 | 97 | 99 | -2.0 | 94 | 99
O=C(c1c[nH]cc1-c1ccccc1)c1cccc2ccccc12 | 13 | 6 | 6 | 97 | 9 | 99 | 95 | 101 | 1.0 | 97 | 100
CC(=O)Nc1ccc2c(c1)CC1(C(=O)N(C)C(=O)N(C)C1=O)C1CCCN21 (stereo not given) | 4 | . | 13 | 100 | -2 | 104 | 104 | 105 | -0.4 | 102 | 108
COc1cccc(-n2c(CN3CCN(C)CC3)nc3ccc([N+](=O)[O-])cc3c2=O)c1 | 3 | 4 | 7 | 100 | 2 | 103 | 100 | 103 | -0.1 | 100 | 99
CCC(=NCc1cccnc1)c1c(O)n(Cc2ccccc2)c(=O)[nH]c1=O | 8 | -16 | 6 | 100 | 6 | 101 | 102 | 107 | 1.1 | 104 | 102
CC(C)OC(=O)C1C2c3ccccc3C(c3ccccc32)C1C(=O)O (stereo not given) | 8 | 5 | 11 | 96 | 1 | 99 | 96 | 98 | 0.3 | 96 | 96
CCCC1(CCC)C(=O)NC(=Nc2ccccc2)NC1=O | -15 | . | 9 | 99 | 1 | 102 | 101 | 102 | 0.3 | 103 | 102
O=C1NC(=O)C2(Cc3ccccc3N3CCCC32)C(=O)N1c1ccc(Cl)cc1 (stereo not given) | 9 | 9 | 30 | 98 | 0 | 97 | 99 | 102 | 0.1 | 102 | 98
CN(C)c1ccc(C(=O)c2ccc(N(C)C)cc2)cc1 | 4 | . | 28 | 103 | 63 | 100 | 102 | 107 | 1.9 | 104 | 102
O=C1CC(c2cccnc2)=NN1c1ccccc1 | -2 | 10 | 7 | 96 | 0 | 94 | 96 | 100 | 2.5 | 94 | 94
CN(C)C1(c2nnnn2-c2ccc(Cl)cc2)CCCCC1 | -5 | . | 7 | 100 | 4 | 99 | 99 | 100 | 0.6 | 102 | 99
c1cncc(C2CC(c3cccs3)n3ncnc3N2)c1 (stereo not given) | -25 | . | 4 | 102 | 1 | 98 | 108 | 103 | -0.1 | 103 | 100
O=c1[nH]c(O)c(N=Nc2ccc3c(c2)OCCO3)c(=O)[nH]1 | -2 | -6 | 11 | 98 | 37 | 103 | 100 | 103 | 0.6 | 100 | 100
CCCCCCCSc1cc(OC)c(CCNC)cc1OC | 19 | 2 | 27 | 102 | 13 | 104 | 101 | 109 | 2.6 | 107 | 101
CCCCn1c(=O)c(C(=O)NCc2ccco2)c(O)c2ccccc21 | 9 | -11 | 22 | 96 | 2 | 103 | 97 | 100 | 0.0 | 99 | 100
CCOC(=O)CN1C(=O)C2(C(C#N)=C(N)Oc3ccccc32)C(C(=O)OC)=C1C (stereo not given) | 10 | -19 | 22 | 94 | 1 | 97 | 93 | 99 | 0.3 | 94 | 96
CCC(C)N1CCN(C(=O)Cc2ccccc2)CC1 (stereo not given) | 21 | . | 7 | 98 | 1 | 104 | 102 | 102 | 0.1 | 102 | 102
CCCCN1C(=O)NC(=O)C2(Cc3c(nc4c(C)cccn4c3=O)N3CCc4ccccc4C32)C1=O (stereo not given) | 13 | 32 | 7 | 92 | 2 | 97 | 93 | 94 | 2.9 | 92 | 95
O=c1c2ccccc2nc(-c2ccccc2)n1-c1nccs1 | -1 | 6 | 4 | 102 | 19 | 98 | 99 | 103 | 0.9 | 102 | 99
COc1ccc(C(C)=O)cc1CC(C(=O)c1ccc(C)cc1)N(C)C (stereo not given) | 4 | 14 | 7 | 97 | 16 | 96 | 97 | 101 | 1.5 | 100 | 97
O=C1/C(=C\c2cc3c(cc2Cl)OCO3)N2CCC1CC2 | 23 | . | 13 | 102 | 5 | 99 | 102 | 106 | 0.6 | 102 | 102
C[C@H]1C[C@@H](C)C(=O)[C@@H]([C@H](O)CC2CC(=O)NC(=O)C2)C1 | -4 | . | 7 | 95 | 0 | 100 | 99 | 98 | 0.1 | 97 | 98
CCC(C)C1(CC)C(=O)NC(=O)N=C1N (stereo not given) | -34 | 7 | 13 | 98 | 1 | 99 | 101 | 104 | 0.0 | 105 | 100
CC[N+](C)(CC)CCCOC(=O)C(O)(c1ccccc1)C1CCCCC1 (stereo not given) | 25 | 8 | 19 | 95 | 0 | 104 | 97 | 99 | 1.0 | 97 | 98
Cc1ccc(C2=NC(C)(C)N3C2C3c2ccc([N+](=O)[O-])cc2)cc1 (stereo not given) | 33 | . | 13 | 102 | 5 | 98 | 101 | 102 | 0.9 | 100 | 101
CN1CC(C(=O)c2ccc(Cl)cc2)C(c2ccc(N(C)C)cc2)C1 (stereo not given) | 17 | -33 | 9 | 97 | 2 | 108 | 107 | 100 | 0.5 | 98 | 95
CCOc1cc(CNCCc2c[nH]c3ccccc23)cc(Cl)c1OC | 5 | 19 | 13 | 91 | -4 | 97 | 95 | 96 | -0.6 | 92 | 94
NCCc1ccc(S(N)(=O)=O)cc1 | -8 | -17 | 11 | 96 | 3 | 104 | 98 | 99 | 0.6 | 97 | 98
O=C1CSC2(CN3CCC2CC3)N1 (stereo not given) | 9 | . | 4 | 99 | 1 | 101 | 101 | 107 | 0.4 | 103 | 103
CN(C)c1nc(N(C)C)nc(N(C#N)CCCl)n1 | -17 | 24 | 9 | 97 | 5 | 101 | 98 | 100 | 0.5 | 97 | 100
O=P(Nc1cccnc1)(Oc1ccccc1Cl)Oc1ccccc1Cl | -15 | -11 | 2 | ? | 1 | ? | ? | ? | 0.4 | ? | ?
C[C@@H]1C2C[C@@]34COC(=O)C3=CC=C[C@H]4[C@@]13C[C@H](c1ccoc1)O[C@@H]3O2 | -3 | . | 6 | 97 | -3 | 96 | 95 | 102 | 0.5 | 93 | 96
Cc1ccccc1NC1=NCC(C)S1 (stereo not given) | 7 | 6 | 22 | 101 | 5 | 102 | 102 | 103 | 1.0 | 101 | 100
COc1ccc(CC2(CCc3ccncc3)C(=O)NC(=O)NC2=O)cc1 | -6 | . | 4 | 95 | 0 | 96 | 97 | 95 | -0.5 | 95 | 96
O=C1NC(=O)N(c2ccc3c(c2)OCO3)C(=O)/C1=C/c1cccs1 | 6 | -9 | 24 | 93 | 3 | 97 | 96 | 93 | -0.4 | 97 | 94
CCN1CCN(Cc2cc(Br)cc(Br)c2O)CC1 | -5 | 6 | 6 | 96 | 2 | 100 | 100 | 98 | 0.8 | 101 | 100
CC1CCCC(NC(=O)COC(=O)Cc2ccccc2)C1C (stereo not given) | -8 | -5 | 1 | 98 | -1 | 100 | 99 | 97 | -0.2 | 98 | 97
COc1cc(CC2C(=O)N(C)C(=O)N(C)C2=O)ccc1OCc1ccccc1 | 6 | -2 | 9 | 102 | 40 | 105 | 101 | 108 | 1.2 | 104 | 100
COc1ccc(C(O)c2ccccc2OP(=O)(N(C)C)N(C)C)cc1 (stereo not given) | -1 | -30 | 8 | 101 | 9 | 94 | 100 | 100 | -0.4 | 97 | 98
O=C(CCCCCn1c(=S)[nH]c2ccccc2c1=O)N1CCC2(CC1)OCCO2 | 17 | 4 | 10 | 99 | 5 | 103 | 101 | 103 | 0.3 | 103 | 101
Brc1ccc(CN2CCNCC2)s1 | 5 | -7 | 8 | 104 | 0 | 104 | 105 | 110 | 0.2 | 105 | 105
CCc1nnc(NS(=O)(=O)c2ccc(N=Cc3c(O)n(-c4ccccc4)c(=O)[nH]c3=O)cc2)s1 | 13 | 6 | 11 | 96 | -1 | 99 | 99 | 99 | 0.2 | 98 | 100
Later entries:
SMILES | Mcl1 Noxa PPI | Pf gametocyte | Avidin bead fluor | Rac1 act GTP bind | ABCG2 block | Rab7 wt modul | Rab2 wt GTP | Rac1 wt modul | ABCB1 inh | Cdc42 wt | HRas wt GTP
COc1cc(C)cc(CN2CC=C(c3ccccc3)CC2)c1O | 19 | -24 | 10 | 95 | 2 | 104 | 99 | 99 | 0.9 | 96 | 98
CC1CCC(C(C)C)C(OC(=O)COC(=O)c2ccccc2N)C1 (stereo not given) | 3 | -3 | 12 | 102 | 2 | 98 | 101 | 101 | 0.4 | 99 | 101
O=C(c1ccc(CS(=O)(=O)c2ccc(Br)cc2)o1)N1CCC2(CC1)OCCO2 | 8 | -3 | 11 | 97 | 2 | 95 | 100 | 103 | 0.6 | 102 | 97
O=P(Nc1ccccc1)(Nc1ccccc1)Oc1ccc(Cl)cc1 | 11 | . | 36 | 99 | 0 | 102 | 100 | 100 | 0.2 | 101 | 100
CN1CCc2nc(SCc3ccccc3Br)c(C#N)cc2C1 | 14 | . | 9 | 94 | 10 | 94 | 96 | 92 | 1.1 | 92 | 92
COc1ccccc1N1CCN(Cc2ccccc2Cl)CC1 | -4 | 9 | 14 | 101 | 0 | 98 | 100 | 102 | 0.5 | 102 | 100
